Pol eta inh: blocks human DNA polymerase eta activity. Q9Y253. recombinant Pol eta, fluorescent DNA replication assay. Potency, µM (top dose mostly 114 µM), for the others: top-dose activity change, negative = inhibition, most hits filed as inhibitors. 1.2% of 390,000 active. AID 588591; further: potency means the concentration at half of the fitted maximal effect; on the % scale 0 is the no-effect control and ±100 the full control effect
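Fluorescent replication assay: 50 nM final substrate added after a 15 min room-temperature compound preincubation with 10 nM enzyme. Signal taken at 0 min and again at 10 min.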
POLI inh: blocks human DNA polymerase iota activity; Q9UNA4; Pol iota fluorescent replication assay, 10 min; Potency, µM (highest dose often 115 µM), for the others: at the highest dose activity, negative = inhibition, most hits filed as inhibitors; 1% of 390,000 active; further: potency means the concentration at half of the fitted maximal effect
Target sequence (Q9UNA4 whole entry, looked up): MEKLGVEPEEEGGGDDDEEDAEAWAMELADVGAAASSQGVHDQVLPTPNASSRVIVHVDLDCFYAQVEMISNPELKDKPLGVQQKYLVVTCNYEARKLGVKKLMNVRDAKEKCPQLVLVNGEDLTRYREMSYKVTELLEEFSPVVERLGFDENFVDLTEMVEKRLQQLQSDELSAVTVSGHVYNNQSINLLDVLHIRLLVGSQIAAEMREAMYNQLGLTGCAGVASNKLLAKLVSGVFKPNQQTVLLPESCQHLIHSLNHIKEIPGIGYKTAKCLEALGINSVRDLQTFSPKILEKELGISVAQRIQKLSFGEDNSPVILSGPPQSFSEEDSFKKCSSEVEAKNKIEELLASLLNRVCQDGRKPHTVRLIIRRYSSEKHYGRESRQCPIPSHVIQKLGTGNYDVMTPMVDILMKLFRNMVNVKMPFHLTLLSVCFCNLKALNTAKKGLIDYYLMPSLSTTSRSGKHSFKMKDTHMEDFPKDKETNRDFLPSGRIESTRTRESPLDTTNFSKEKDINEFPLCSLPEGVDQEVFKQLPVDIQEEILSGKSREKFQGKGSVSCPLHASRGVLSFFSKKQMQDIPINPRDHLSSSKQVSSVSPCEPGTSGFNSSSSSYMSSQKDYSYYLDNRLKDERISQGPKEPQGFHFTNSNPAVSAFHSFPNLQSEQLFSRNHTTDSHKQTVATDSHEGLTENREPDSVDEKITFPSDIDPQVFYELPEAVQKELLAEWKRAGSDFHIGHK
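Fluorescent replication assay read twice, at 0 min and 10 min after adding 50 nM (final) substrate. Enzyme (10 nM) and compounds were first incubated 15 min at room temperature; enzyme-free buffer wells were negative controls.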
BLM inh: inhibitors of human Bloom syndrome helicase BLM; Potency, µM (titrated, usually from 56.1 µM), for inactives: at the highest dose activity change, negative = inhibition, most hits filed as inhibitors; 0.2% of 350,000 active; recombinant BLM DNA unwinding, fluorescence dequenching; AID 2528; P54132;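 further: potency means the concentration at half of the fitted maximal effect; plate controls were vehicle for no effect and no enzyme for full effect; nearly all actives have a fitted effect of over 35% in size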
GRP78 ERSR act: ER stress response induction in glioma; U87-MG GRP78 promoter luciferase reporter, 16 h; Potency, µM, for inactives: at the top dose activation, most hits filed as activators; 0.02% of 420,000 active; further: potency means the concentration at half of the fitted maximal effect; series mostly up to about 76 µM; % of control where 0% means no effect; nearly all actives have a fitted effect of over 35% in size
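ERSR induction read as luciferase luminescence (Bright-Glo, 10 min at room temperature) in stably transfected human U87-MG glioma cells exposed to compounds for 16 h, using GRP78 as sensor.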
POLK inh: DNA polymerase kappa (human) inhibition | Q9UBT6 | purified Pol kappa, fluorescent DNA synthesis assay, 10 min | Potency, µM (titrated, usually from 107 µM), for the others: top-dose activity, negative = inhibition, hits mostly inhibitors | 0.53% of 400,000 active | AID 588579; further: potency means the concentration at half of the fitted maximal effect; on the % scale 0 is the no-effect control and ±100 the full control effect
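First, compounds were pin-transferred onto 10 nM Pol kappa. After 15 min at room temperature, substrate was added to 50 nM final. Fluorescence was then measured kinetically at 0 and 10 min.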
LDHA block: LDHA (human) enzyme inhibition; P00338; purified LDHA, NADH/diaphorase-resazurin fluorescence; stronger effect = lower value; activity change, % (values are at about 110 or 230 µM); 0.15% of 480,000 active; in the data active means activity change below about -30%; inconclusive means mostly about -25% to -30%;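 further: plate controls were DMSO wells for no effect and wells without enzyme for full effect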
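LDH5 2 nM; NADH 0.06 mM, pyruvate 0.2 mM; 200 mM Tris pH 7.4, EDTA, Tween-20; 5 min RT. Detection: diaphorase 0.133 mg/mL + resazurin 37 µM, fluorescence ex540/em590 at 0 and 20 min; normalized to enzyme-free and DMSO wells.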
Apoferritin bind: binds horse apoferritin like a general anesthetic | P02791 | apoferritin/1-aminoanthracene competitive binding, fluorescence | Potency, µM (doses to about 77.5 µM), for inactives: at the highest dose activity change, negative = displacement, hits mostly inhibitors | 0.074% of 350,000 active | AID 485281; further: potency means the concentration at half of the fitted maximal effect; on the % scale 0 is the no-effect control and ±100 the full control effect; nearly all actives have a fitted effect of over 20% in size
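10 uM apoferritin + 50% sat. 1-AMA, PBS; cpd 10 min RT; Ex380/Em535 endpoint; normalized to free probe vs complex; 4-param Hill fit; propofol titration as pos. ctrl.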
POLB inh: inhibitors of human DNA polymerase beta; P06746; Potency, µM (top dose mostly 114 µM), inactives show top-dose activity change, negative = inhibition, most hits filed as inhibitors; Pol beta primer extension/strand displacement, fluorescence kinetic; 1.3% of 340,000 active; further: potency means the concentration at half of the fitted maximal effect; on the % scale 0 is the no-effect control and ±100 the full control effect
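Values derive from four-parameter Hill fits of normalized kinetic data: reads at 0 and 10 min following addition of 50 nM substrate to 10 nM Pol beta preincubated 15 min with compound.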
APE1 inh: inhibitors of human APE1 endonuclease; P27695; recombinant APE1, TAMRA/BHQ-2 abasic DNA cleavage fluorescence; Potency, µM (top dose mostly 65.8 µM), for inactives: at the highest dose activity change, negative = inhibition, usual class: inhibitors; 0.35% of 350,000 active;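 further: potency means the concentration at half of the fitted maximal effect; plate controls were vehicle for no effect and reference inhibitor for full effect; nearly all actives have a fitted effect of over 55% in size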
Target sequence (P27695 whole entry, looked up): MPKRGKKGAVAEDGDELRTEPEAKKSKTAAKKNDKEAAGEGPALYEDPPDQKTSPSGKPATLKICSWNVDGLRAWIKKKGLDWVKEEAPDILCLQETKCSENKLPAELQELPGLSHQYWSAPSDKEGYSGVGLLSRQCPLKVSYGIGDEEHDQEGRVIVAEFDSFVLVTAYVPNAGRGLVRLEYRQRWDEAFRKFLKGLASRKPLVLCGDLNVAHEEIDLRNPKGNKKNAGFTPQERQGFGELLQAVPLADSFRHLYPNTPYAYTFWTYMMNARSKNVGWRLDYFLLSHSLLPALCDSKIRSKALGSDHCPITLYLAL
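Quantitative HTS: incision of a TAMRA/BHQ-2 double-stranded substrate bearing a tetrahydrofuran abasic site by 0.75 nM APE1 raises fluorescence. Substrate 50 nM final, added after 15 min compound preincubation at room temperature; progress as third-minus-first kinetic read difference.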
The depositor's hits bear a star; ? = inconclusive; · = no result given; [ ] = dose if it differs, or a comment. Unless noted, the call rests on the fitted dose curve; in most records, active means well fitted curve in the direction sought with a large enough effect; inconclusive means small, poorly fitted or top-dose-only effect, or another doubt; inactive means no such curve, though single readings can be large; an effect the other way counts as inactive or inconclusive. This is a subset; count on the stated rates, not on these rows.

no. | Structure | Pol eta inh | POLI inh | BLM inh | GRP78 ERSR act | POLK inh
1 | CCCCn1c(N)c(N(CCOC)C(=O)COC(=O)CCOc2ccccc2C)c(=O)[nH]c1=O | -11% | 13% | · | -2% | -2%
2 | CC1CCC(C(C)C)C(OCC(O)CNC(C)(C)C)C1 (centres undefined) | -29% | 18% | -7% | -2% | -7%
3 | CCCCN(CCCC)CCNC(=O)CN1C(=O)COc2ccc(S(=O)(=O)N3CCOCC3)cc21 | -16% | 16% | -2% | -8% | -3%
4 | CC(C)NS(=O)(=O)c1ccc(CCC(=O)N2CCc3ccccc3C2)cc1 | -9% | 46%[activator] | -1% | 0% | 9%
5 | N/C(=N\OC(=O)c1cnn(-c2ccccc2)c1C(F)(F)F)c1cc(C(F)(F)F)cc(C(F)(F)F)c1 | -8% | -27%[58.9 µM] | -9% | -2% | -7%
6 | Cc1nc(C)c(C(=O)NNS(=O)(=O)c2ccccc2)s1 | -9% | 59%[activator] | 0% | -4% | 5%
7 | COCC1CCN(C(=O)c2ccc(OC)c(OC3CCN(C(C)C)CC3)c2)CC1 | -6% | 9% | 1% | -3% | -3%
8 | O=C(c1cc2cc(F)ccc2[nH]1)N1CCN(Cc2ccc3c(c2)OCO3)CC1 | -6% | 3% | -10% | -3% | -11%
9 | COc1cc(OC)cc(-c2nc(-c3cccs3)no2)c1 | -13% | 73%[activator] | -14% | 1% | -15%
10 | O=c1cc(N/N=C/c2ccccc2)[nH]c(=O)[nH]1 | -17% | ? | · | 2% | -4%

no. | LDHA block | Apoferritin bind | POLB inh | APE1 inh
1 | 0 | · | · | 36%
2 | -6 | -10% | 11% | 2%
3 | -3 | -1% | 5% | 50%[activator]
4 | -5 | -9% | 4% | 10%
5 | -2 | -10% | -1% | -7%
6 | 2 | -1% | -15% | 5%
7 | -4 | -4% | 10% | 64%[activator]
8 | 0 | 6% | 9% | 24%
9 | -3 | -4% | -2% | 1%
10 | 16 | · | · | ·

Ordered by SMILES length (high to low): 4 of the compounds above
no. | Structure | Pol eta inh | POLI inh | BLM inh | GRP78 ERSR act | POLK inh
5 | N/C(=N\OC(=O)c1cnn(-c2ccccc2)c1C(F)(F)F)c1cc(C(F)(F)F)cc(C(F)(F)F)c1 | -8% | -27%[58.9 µM] | -9% | -2% | -7%
1 | CCCCn1c(N)c(N(CCOC)C(=O)COC(=O)CCOc2ccccc2C)c(=O)[nH]c1=O | -11% | 13% | · | -2% | -2%
7 | COCC1CCN(C(=O)c2ccc(OC)c(OC3CCN(C(C)C)CC3)c2)CC1 | -6% | 9% | 1% | -3% | -3%
4 | CC(C)NS(=O)(=O)c1ccc(CCC(=O)N2CCc3ccccc3C2)cc1 | -9% | 46%[activator] | -1% | 0% | 9%

no. | LDHA block | Apoferritin bind | POLB inh | APE1 inh
5 | -2 | -10% | -1% | -7%
1 | 0 | · | · | 36%
7 | -4 | -4% | 10% | 64%[activator]
4 | -5 | -9% | 4% | 10%

Next part
no. | Structure | Pol eta inh | POLI inh | BLM inh | GRP78 ERSR act | POLK inh
11 | COc1ccccc1NC(=O)c1oc2ccccc2c1NC(=O)c1cccc(OC)c1OC | -12% | 39%[activator] | -7% | -3% | 3%
12 | COc1ccc(CCNC(=O)C2CCCN(S(=O)(=O)c3ccc4c(c3)oc(=O)n4C)C2)cc1OC (centres undefined) | -15% | 17% | 1% | -2% | -15%
13 | C=CCSc1ncccc1C(=O)NCc1ccccc1 | 0% | -4%[58.9 µM] | -12% | 1% | 2%
14 | C=CCc1ccccc1OCCn1nnc2ccccc21 | -16% | -4% | 4% | -2% | -2%
15 | CN(C)S(=O)(=O)c1ccc(NC(=O)C2CC(=O)N(Cc3ccccc3Cl)C2)cc1 (centres undefined) | -18% | 33%[activator] | · | -4% | 1%
16 | OCC1CCN(Cc2nc(Cc3ccccc3Cl)no2)CC1 | -8% | 99%[activator] | -4% | 2% | -10%
17 | COc1ccc(C(=O)NC(=S)NNC(=O)c2ccncc2)cc1Br | -21% | 46%[activator] | · | -3% | -9%
18 | CC(C)(O)c1cc(=O)sc2nc3ccccc3n12 | -17% | 26% | 3% | 4% | -8%
19 | C(=Nc1cccc2c(N=Cc3ccco3)cccc12)c1ccco1 | -14% | 31%[activator] | -21% | -2% | -4%
20 | CC(=O)N1CCN(C(=O)CSc2nnc(C)n2-c2ccccc2)CC1 | -10% | 24% | -1% | -3% | 12%

no. | LDHA block | Apoferritin bind | POLB inh | APE1 inh
11 | 2 | -1% | 25% | ·
12 | -13 | 1% | 61% | ·
13 | -11 | -13% | 17% | 15%
14 | 3 | -15% | 2% | -14%
15 | -2 | · | · | -1%
16 | -8 | -5% | -25% | 0%
17 | -3 | · | · | -17%
18 | -2 | -3% | 4% | 7%
19 | 8 | -17% | -1% | -12%
20 | 1 | 0% | 37% | -13%

The list continues:
no. | Structure | Pol eta inh | POLI inh | BLM inh | GRP78 ERSR act | POLK inh
21 | O=c1ccc(-c2ccccc2)nn1Cc1ccccc1F | -5% | 7% | -7% | 3% | -11%
22 | Cc1cc2cc3c(cc2nc1SCC(=O)Nc1nc(C)c(C)s1)OCO3 | -3% | 30% | -6% | -5% | -4%
23 | Cc1ccc(NC(=O)Cn2nnc3ccccc32)cc1 | -6% | 49%[activator] | -2% | -4% | -6%
24 | CN(C)CCCN1C(=O)C(O)=C(C(=O)c2cc3ccccc3o2)C1c1ccccn1 (centres undefined) | -8% | 100%[activator] | · | 4% | -1%
25 | CCCc1cc(=O)oc2c(C)c(OCC(=O)Nc3ccc(CN4CCOCC4)cc3)ccc12 | 1% | 0% | -1% | -4% | -11%
26 | O=C(NCCCc1nc2ccccc2n1Cc1ccc(Cl)cc1)C1CCCCC1 | -16% | -21% | -9% | -1% | -11%
27 | Cn1c(Cn2c3ccccc3c3ccccc32)n[nH]c1=S | -20% | 80%[activator] | -2% | -1% | -2%
28 | O=C(COC(=O)c1cc([N+](=O)[O-])ccc1N1CCOCC1)c1ccc(Br)cc1 | -3% | -14% | · | -3% | -25%
29 | CCC1/C(=N\O)CC(c2ccco2)NC1c1ccco1 (centres undefined) | 1% | 15% | 4% | -6% | -4%
30 | COc1ccc2c(CC(=O)OCC(=O)Nc3ccc4c(c3)OCO4)coc2c1 | -15% | 14% | -6% | -8% | -16%

no. | LDHA block | Apoferritin bind | POLB inh | APE1 inh
21 | -4 | -21% | -10% | 28%
22 | -4 | -3% | -1% | 3%
23 | -3 | -2% | -17% | -9%
24 | 6 | · | · | ·
25 | -1 | -20% | -17% | -11%
26 | 5 | 6% | 7% | ·
27 | 0 | -7% | 24% | -2%
28 | -2 | · | · | -11%
29 | 0 | -16% | -27% | 0%
30 | 5 | -11% | 1% | -1%

The listing continues:
no. | Structure | Pol eta inh | POLI inh | BLM inh | GRP78 ERSR act | POLK inh
31 | Cc1ccc(-n2c(SCC(=O)NCC3CCCO3)nc3n[nH]c(C)c3c2=N)cc1Cl (centres undefined) | -14% | 3% | 2% | -4% | -4%
32 | O=[N+]([O-])c1cccc(C(=S)N2CCN(c3ccccc3)CC2)c1 | -13% | 5% | -5% | -2% | -9%
33 | O=C(Nc1ccc(F)cc1)N1CCCC(c2nc3c(nnn3Cc3ccccc3Cl)c(=O)[nH]2)C1 (centres undefined) | ? | 65%[activator] | -8% | 2% | -5%
34 | CCCCNC(=O)c1ccc2c(c1)N(CC)C(=O)c1ccccc1S2 | -16% | 20% | -6% | -3% | -15%[60.1 µM]
35 | O=C(CSc1nccc(=O)[nH]1)c1ccco1 | -4% | 51%[activator] | -2% | -1% | -17%
36 | COc1ccc(S(=O)(=O)NC(CC(=O)O)c2ccco2)cc1 (centres undefined) | ? | 16% | 0% | -4% | -13%
37 | COc1cc(OC)c(OC)cc1CN1CCN(c2ccccc2OC)CC1 | -7% | -9%[58.9 µM] | 1% | -5% | -2%
38 | CN(CC(=O)Nc1cccc(F)c1)C(=O)c1cn(-c2ccccc2)nc1-c1ccc(F)cc1 | -10% | 7% | · | -3% | 1%
39 | C=CCSc1nnc(-c2nnc(SCC=C)n2-c2ccccc2)n1-c1ccccc1 | -8% | 7% | 0% | -3% | -1%
40 | COc1ccc2[nH]cc(/C=N/NS(=O)(=O)c3ccc(C)cc3)c2c1 | -11% | -12% | -6% | -3% | -8%

no. | LDHA block | Apoferritin bind | POLB inh | APE1 inh
31 | -6 | 4% | -1% | -3%
32 | -3 | -17% | 3% | 0%
33 | -8 | -1% | 14% | 1%
34 | 10 | 44%[activator] | -19% | ·
35 | -8 | -6% | ? | -4%
36 | -5 | -1% | -12% | 1%
37 | -15 | 4% | 7% | 10%
38 | 1 | · | · | 0%
39 | 0 | -15% | 17% | 1%
40 | -7 | -11% | -26% | -8%

(continued)
no. | Structure | Pol eta inh | POLI inh | BLM inh | GRP78 ERSR act | POLK inh
41 | CCO[C@H]1OC(C(=O)N2CCOCC2)=C[C@@H](c2coc3ccccc3c2=O)[C@@H]1CCCO | 4% | -10% | 0% | -2% | -9%
42 | CCCCOCCCNC(=O)CCCOc1ccccc1 | -16% | -4% | -7% | -1% | 0%
43 | COc1cc(CN2CCNC(=O)C2CC(=O)N2CCCO2)cc(OC)c1 (centres undefined) | 4% | 0% | -4% | -4% | -3%
44 | COCCN1C(=O)N(c2cccc(OC)c2)C(=O)C1CC(=O)Nc1ccc(OC)cc1 (centres undefined) | -23% | 120%[activator] | -1% | -3% | -1%
45 | O=C(NC1CC1)c1ccc2nc(-c3ccco3)c(-c3ccco3)nc2c1 | · | 10µM* | · | -3% | 22µM*
46 | O=C(NC1CCCCCC1)c1ccc(CS(=O)(=O)Cc2ccccc2F)o1 | -22% | -4% | 1% | -3% | 0%
47 | CC(C)CN(C(=O)CN1CCCCCC1)c1c(N)n(CC(C)C)c(=O)[nH]c1=O | -13% | 165%[activator] | -4% | -5% | -9%
48 | Cc1cc(Cl)c2oc(C(=O)N3CCN(c4cccc(C)n4)CC3)c(C)c2c1 | -13% | 4% | -10% | 3% | -9%

no. | LDHA block | Apoferritin bind | POLB inh | APE1 inh
41 | -7 | -4% | 1% | -2%
42 | -3 | -13% | -8% | 1%
43 | 2 | -4% | 5% | 5%
44 | -4 | -5% | 1% | 29%
45 | 15 | · | · | ·
46 | -1 | -19% | ? | 10%
47 | -3 | -2% | 3% | 1%
48 | -1 | -21% | 1% | 25%
